# Shiga toxin inh – A qHTS for Small Molecule Inhibitors of Shiga Toxin | Vero cells, Shiga toxin protein synthesis inhibition reporter | 9.2% of 290,000 active | inhibition, % at 38.7 µM; in the data active means inhibition mostly above about 28%, no sharp cut-off; inactive means mostly below about 43%; further: 0% is about no effect
# Cycloheximide cs – Cycloheximide Counterscreen for Small Molecule Inhibitors of Shiga Toxin; cell reporter, cycloheximide protein synthesis inhibition counterscreen; max response, %; 12% of 300,000 active; AID 2314, 2010; in the data active means max response mostly above about 13%, no sharp cut-off; inactive means mostly below about 14%; further: read at 38.3 µM for the half of the compounds with a filed dose; 0% is about no effect
# Pf growth 48h – Primary qHTS for delayed death inhibitors of the malarial parasite plastid, 48 hour incubation | P. falciparum luciferase growth in erythrocytes, 48 h | Potency, µM (top dose mostly 28.7 µM), inactives show top-dose activity change, negative = inhibition, most hits filed as inhibitors | 5.9% of 310,000 active | AID 504832, 2011; further: potency means the concentration at half of the fitted maximal effect; on the % scale 0 is the no-effect control and ±100 the full control effect
#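 Read-out is firefly luciferase luminescence from an integrated reporter in P. falciparum, so falling signal marks reduced parasite growth. Infected erythrocytes were at 2% hematocrit and 0.1% parasitemia (final) in Albumax-supplemented RPMI 1640.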
# Giardia FBPA inh – qHTS Assay for Inhibitors of Fructose-1,6-bisphosphate Aldolase from Giardia Lamblia; A8B2U2; purified Giardia FBPA; Potency, µM (highest dose often 59.6 µM), for the others: at the highest dose activity, negative = inhibition, usual class: inhibitors; 0.71% of 290,000 active; AID 2451, 2010; further: potency means the concentration at half of the fitted maximal effect; on the % scale 0 is the no-effect control and ±100 the full control effect; nearly all actives have a fitted effect of over 55% in size
# Target sequence (A8B2U2 whole entry, looked up): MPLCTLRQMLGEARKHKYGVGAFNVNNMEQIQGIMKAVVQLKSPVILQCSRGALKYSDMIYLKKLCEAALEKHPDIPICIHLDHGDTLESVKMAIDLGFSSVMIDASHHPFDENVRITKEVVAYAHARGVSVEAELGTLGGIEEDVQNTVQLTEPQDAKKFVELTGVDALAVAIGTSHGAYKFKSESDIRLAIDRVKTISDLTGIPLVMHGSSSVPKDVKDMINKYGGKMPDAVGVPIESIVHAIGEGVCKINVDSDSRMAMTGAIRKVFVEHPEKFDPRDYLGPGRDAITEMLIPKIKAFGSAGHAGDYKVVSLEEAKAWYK
#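 40 nM FBPA preincubated 10 min at RT with compound (up to 57.5 uM final), then substrate plus GAPDH/TPI/NAD/arsenate coupling and diaphorase/resazurin added. Fluorescence read after 20 min at RT, 525/598 nm.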
# Sm TGR block – qHTS Assay for the Inhibitors of Schistosoma Mansoni Peroxiredoxins. Schistosoma mansoni thioredoxin glutathione reductase (TGR), Q962Y6. AID 485364, 2010. Potency, µM (highest dose often 114 µM), for the others: at the highest dose activity change, negative = inhibition, actives largely listed as inhibitors. purified TGR, DTNB reduction, TNB absorbance 405 nm. 3% of 360,000 active; further: potency means the concentration at half of the fitted maximal effect; on the % scale 0 is the no-effect control and ±100 the full control effect; nearly all actives have a fitted effect of over 60% in size
#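 Kinetic colorimetric format: TGR-catalysed, NADPH-driven DTNB reduction monitored via TNB absorbance. Enzyme dispensed at 20 nM; compound exposure 15 min at room temperature before reaction start.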
# Pf growth 96h – Primary qHTS for delayed death inhibitors of the malarial parasite plastid, 96 hour incubation | P. falciparum luciferase reporter growth, 96 h | Potency, µM (top dose mostly 28.7 µM), without a hit: at the top dose activity change, negative = inhibition, hits mostly inhibitors | 6.9% of 320,000 active | AID 504834, 2011; further: potency means the concentration at half of the fitted maximal effect; on the % scale 0 is the no-effect control and ±100 the full control effect
#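 Erythrocytes infected with luciferase-expressing P. falciparum were dispensed at 2% hematocrit and 0.05% parasitemia (final), then incubated with compounds 96 hours at 37 C in 5% CO2. Luminescence after detection reagent addition reported growth.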
# Numbers without * were called inactive; ? = inconclusive; · = not tested or not shown; [ ] = dose if it differs, or a comment. Unless noted, the call rests on the fitted dose curve; in most records, active means well fitted curve in the direction sought with a large enough effect; inconclusive means small, poorly fitted or top-dose-only effect, or another doubt; inactive means no such curve, though single readings can be large; an effect the other way counts as inactive or inconclusive.
no.	SMILES	Shiga toxin inh	Cycloheximide cs	Pf growth 48h	Giardia FBPA inh	Sm TGR block	Pf growth 96h
1	CN1C(C(=O)NCc2cccs2)=CC(c2ccc(F)cc2)=NS1(=O)=O	2	6	15%	5%	5%	42%[activator]
2	COc1cc(C2OCC3C(c4ccc(OC5OC(CO)C(O)C(O)C5O)c(OC)c4)OCC23)ccc1O (stereo unspecified)	-3	-3	44%[activator]	-11%	35µM*	26%
3	O=C(O)c1ccc2nc(-c3ccccc3)c(-c3ccccc3)nc2c1	65*	56*	322%[activator]	22%	4%	?
4	Cc1ccsc1-c1nc(CN2CCN(C)C(=O)[C@@H]2C)c(C)o1	30	2	-18%	0%	32µM*	·
5	C=CCN(C(=O)c1ccccc1)c1ccc(OC)cc1	77	13	?	-2%	0%	·
6	Cc1ccc(C(=O)Nc2c(-c3cccs3)nc3cc(C)ccn23)cc1	16	13	?	-2%	-11%	14%
7	CCOc1ccc(C(C)=O)cc1COC(=O)c1ccc2c(c1)NC(=O)CS2	·	·	?	·	11µM*	?
8	CN(Cc1ccccc1)c1nnc(N)s1	-2	-1	19%	0%	-9%	5%
9	O=C(NCc1cccnc1)/C(=C\c1ccc(-c2ccc(Cl)c(Cl)c2)o1)S(=O)(=O)c1ccccc1	-24	-16	?	-3%	?	?
10	CCOc1cc(/C=N/NC(=O)C2CCCC2)ccc1O	29	22	43%	-1%	-8%	-20%
11	CCn1c(SCC(=O)NC2CCCC2)nnc1C(C)NC(=O)c1ccccc1F (stereo unspecified)	-10	-4	7%	·	-6%	-2%
12	O=C(CCC(=O)c1cccs1)OCC(=O)c1ccc(Cl)s1	21	5	7%	4%	-4%	5%
13	CN(C)CCNC(=O)c1cc2c(s1)-c1ccc(Cl)cc1SC2	-20	-8	2.6µM*	3%	15%	52%[activator]
14	Cc1cc(C)n(CCN(C)Cc2nc(Cc3ccccc3F)no2)n1	5	12	68%	-10%	7%	?
15	CC(=O)O[C@@]12CO[C@@H]1C[C@H](O)[C@@]1(C)C(=O)[C@H](O)C3=C(C)[C@@H](OC(=O)[C@H](O)[C@@H](NC(=O)c4ccccc4)c4ccccc4)C[C@@](O)([C@@H](OC(=O)c4ccccc4)C12)C3(C)C (stereo partly specified)	-7	-1	0.074µM*	-7%	-11%	0.074µM*
16	O=C(c1ccoc1)N1CCCC(N2CCN(c3ccc(F)cc3)CC2)C1 (stereo unspecified)	-4	-2	24%	-1%	-4%	?
17	Cc1ccc(NCc2nnc(SCC(=O)Nc3ncc(C)s3)n2Cc2ccco2)c(C)c1	7	-3	0%	-4%	?	?
18	Cc1ccc(C(=O)COC(=O)CNC(=O)c2cccs2)cc1C	8	1	3%	0%	-2%	23%
19	CCN(CC)S(=O)(=O)c1cccc(-n2c(O)c(C=Nc3ccccc3C(=O)O)c3ccccc3c2=O)c1	1	0	13µM*	-3%	-6%	7.4µM*
20	COC(=O)c1cccc(N2C(=O)c3cccnc3C2=O)c1	9	11	10%	-21%	1%	?
21	Cc1cccc2cc(CN(CCN3CCOCC3)C(=O)NCc3ccccc3)c(=O)[nH]c12	-19	2	2%	6%	29%	143%[activator]
22	CCOC(=O)c1cc2sccc2n1CC(=O)OC(C)C	-15	-3	-26%	2%	-4%	9%
23	Cc1noc(C)c1S(=O)(=O)Nc1ccc(C(=O)N2CCN(c3ccc(Cl)cc3)CC2)cc1	-2	5	-9%	16%	6%	7%
24	O=C(/C=C/c1ccc(Cl)cc1)Nc1nccs1	70*	54*	151%[activator]	-8%	-10%	?
25	CCNC(=O)COC(=O)c1[nH]c(C)c(C(=O)OC)c1C	71*	43*	185%[activator]	1%	0%	305%[activator]
26	CC(NC(=O)COC(=O)CCNC(=O)c1ccco1)C12CC3CC(CC(C3)C1)C2 (stereo unspecified)	19	-3	-1%	0%	-10%	-20%
27	COc1ccccc1C(=O)NCC(=O)Nc1ccccc1	11	-1	8%	4%	2%	·
28	N#C/C(=C\c1cn(CCOc2ccccc2)c2ccccc12)C(=O)NCC1CCCO1 (stereo unspecified)	-25	29*	9.3µM*	1%	3%	?
29	C=CCN(CC=C)Cc1ccc(C(=O)OC)o1	-5	-2	-1%	5%	3%	12%
30	COc1ccc2[nH]c(=O)c(NC(N)=S)nc2c1	5	7	33%[activator]	-1%	2%	-10%
31	COc1ccc(C(=O)NC(=S)Nc2nnn(C)n2)cc1	-4	-2	5%	1.8µM*	-26%	31%[activator]
32	O=C(C1CCCN(S(=O)(=O)c2ccc(Br)cc2)C1)N1CCN(Cc2ccccc2)CC1 (stereo unspecified)	-6	-1	6.6µM*	·	0%	-24%
33	Cn1cnnc1SCC(=O)Nc1ccc(OCc2ccccc2)cc1	90*	48*	72%[activator]	1%	3%	113%[activator]
34	C=CCn1c(=O)/c(=C/c2cc(OC)c(OC)c(OC)c2)s/c1=C(/C#N)c1nc2ccccc2n1C	-8	-8	5.2µM*	1%	0%	80%[activator]
35	Cc1cccc(OCC(=O)NCCNC(=O)c2cccnc2)c1	-6	-7	5%	-1%	4%	-11%
36	CN(C)C(CNC(=O)c1ccco1)c1cccs1 (stereo unspecified)	·	·	16%	·	-6%	45%[activator]
37	COc1ccc(C(=O)c2c[nH]c(C(=O)NCc3cccs3)c2)cc1	-21	-2	3%	-2%	-23%	7%
38	COc1ccc(C(C(=O)NC2CCCCC2)N(C(=O)CCl)c2cccc(Cl)c2)cc1 (stereo unspecified)	10	5	?	0%	-18%	?
39	CCOC(=O)C(C)On1c(-c2ccccc2)nc2ccc([N+](=O)[O-])cc21 (stereo unspecified)	50*	35*	118%[activator]	?	22%	·
40	c1ccc2c(c1)OCC(CNCC1COc3ccccc3O1)O2 (stereo unspecified)	-2	-4	5%	?	-10%	0.21µM*

# Among those listed so far, two contain a COOH group.
no.	SMILES	Shiga toxin inh	Cycloheximide cs	Pf growth 48h	Giardia FBPA inh	Sm TGR block	Pf growth 96h
3	O=C(O)c1ccc2nc(-c3ccccc3)c(-c3ccccc3)nc2c1	65*	56*	322%[activator]	22%	4%	?
19	CCN(CC)S(=O)(=O)c1cccc(-n2c(O)c(C=Nc3ccccc3C(=O)O)c3ccccc3c2=O)c1	1	0	13µM*	-3%	-6%	7.4µM*

# Next section.
no.	SMILES	Shiga toxin inh	Cycloheximide cs	Pf growth 48h	Giardia FBPA inh	Sm TGR block	Pf growth 96h
41	CCOc1ccc2ccccc2c1/C=N/NC(=O)CNC(=O)c1ccccc1F	40	10	26%	1%	-3%	-7%
42	Cc1nnc(NC(=O)c2csc3c2CCC(C)C3)s1 (stereo unspecified)	6	9	?	1%	0%	26%
43	CCC(=O)Nc1ccc(C(=O)CSc2nnc(CNc3ccc(Cl)cc3)o2)cc1OC	-8	-3	·	2%	-1%[11.4 µM]	-22%
44	C#CCOCCOCCOCCNc1nc(N2CCN(C(=O)[C@H](CCCCN)n3cc(C(N)CC(C)C)nn3)CC2)nc(N2CCN(C(=O)[C@H](CCC(=O)O)n3cc(C(N)[C@H](C)CC)nn3)CC2)n1 (stereo partly specified)	-3	-1	5%	-2%	?	1%
45	CCN(CCNC(=O)c1cc(C)nn1-c1ccccc1)c1ccccc1	10	8	-13%	0%	-8%	?
46	O=C1CSC(c2ccc([N+](=O)[O-])cc2)N1c1ccc(O)cc1 (stereo unspecified)	-8	-1	?	0%	4%	·
47	CCOc1ccc(S(=O)(=O)Nc2ccc(C(=O)N/N=C/c3c(C)nn(-c4ccccc4)c3N3CCCC3)cc2)cc1	-11	5	?	4%	0%	?
48	CC(C)Cn1c(CCCNC(=O)c2ccc(F)cc2)nc2ccccc21	-8	-4	-14%	2%	2%	1%
49	O=C(N/C(=C/c1ccccc1)C(=O)N1CCCCC1)c1ccccc1	51*	96*	186%[activator]	·	0%	0%
50	CC(C)CC(=O)N1CCN(S(=O)(=O)c2ccc(Cl)cc2)CC1	-9	0	-4%	4%	12%	?
51	C[C@H](NC(=O)NCc1cccs1)C(=O)O	1	-2	18%	3%	9%	2%[5.75 µM]
52	O=C(NCc1ccccc1)c1ccco1	4	-2	0%	5%	-4%	?
53	O=c1[nH]c(CSc2ncc(C(F)(F)F)cc2Cl)nc2ccccc12	8	-2	15%	0%	8%	?
54	C=CCn1c(=O)c2ccccc2n2c(SCC(=O)NC)nnc12	-5	11	12%	-14%	1%	14%
55	COC(=O)C1=CN(Cc2ccccc2)C=C(C(=O)OC)C1c1ccc(O)c(OC)c1	·	-2	13µM*	19%	-14%	240%[activator]
56	CCCCOC(=O)C1=C(C)Nc2ncnn2C1c1ccc(OC)c(OC)c1OC (stereo unspecified)	-1	-4	-13%	6%	-2%	7%
57	c1csc(-c2nc(-c3ccncc3)no2)c1	58*	29*	187%[activator]	7%	3%	·
58	O=c1cc(NCCCO)c2ccccc2o1	-10	2	·	-5%	8%	11%
59	Cc1cc(C)n(-c2nc(NC(C)C)nc(NC(C)C)n2)n1	-21	-4	3.7µM*	12%	6%	5%
60	CCCc1cc(=O)oc2cc(C)cc(OCC(=O)NCCN3CCOCC3)c12	-6	-2	-17%	11%	-6%	?
61	COc1ccc(CCNC(=O)c2cccs2)cc1	48*	32*	?	-3%	3%	?
62	COc1cc2c(cc1OC)C(=O)NCC(C)(C)O2	-2	-1	-3%	2%	4%	2%
63	O=[N+]([O-])c1ccc2ncnc(N3CCN(Cc4ccc5c(c4)OCO5)CC3)c2c1	-10	1	?	18%	-13%	?
64	Cc1ccc2nc(NC(=O)c3ccccc3F)sc2c1	83*	39*	0%	0%	-1%	?
65	O=C(NC1CCCC1)C(NS(=O)(=O)c1ccc(Br)s1)c1ccccc1 (stereo unspecified)	-4	7	10%	-3%	-5%	-14%
66	O=C(NCC(c1ccco1)N1CCc2ccccc21)c1ccccc1F (stereo unspecified)	·	·	?	·	0%	?
67	O=C(CSCc1ccccc1)Nc1ccc2c(c1)OCO2	115*	39*	263%[activator]	-5%	-2%	·
68	C=C(C)Cn1c(CCn2c3ccccc3c3ccccc32)n[nH]c1=S	-17	7	11%	2%	1%	7.4µM*
69	COc1ccccc1NC(=O)c1ccccc1C(=O)O	-7	-2	34%	-1%	6%[57.1 µM]	?
70	c1csc(-c2nnc(N3CCOCC3)c3ccccc23)c1	-9	2	-13%	1%	3%	-1%
71	Cc1ccc(C(=O)NNC(=O)CSc2nnc(C3CC3)n2C)cc1	-12	-2	15%	2%	2%	-17%
72	COc1cc(NC(=O)c2ccc(F)cc2)c(OC)cc1Cl	12	8	28%	-3%	1%	-7%
73	COc1ccccc1/C=C1\SC(=S)N(CCC(=O)NNC(=O)c2ccccc2OC)C1=O	-7	-3	-5%	5%	-10%	32%[activator]
74	CCOc1ccc2nc(N3CCCC(C(=O)NCCCN4CCOCC4)C3)sc2c1 (stereo unspecified)	58*	28*	29%	-3%	5%	?
75	CC1CCCN(S(=O)(=O)Cc2ccc(Cl)cc2)C1 (stereo unspecified)	28	16	·	1%	0%	54%[activator]
76	Cc1ccc([N+](=O)[O-])cc1NC(=O)c1cccnc1	-12	-4	-4%	1%	-33%	10µM*

# Full records, looked up by structure. Order of values: Shiga toxin inh, Cycloheximide cs, Pf growth 48h, Giardia FBPA inh, Sm TGR block, Pf growth 96h
# Entry for COc1ccc(CCNC(=O)c2cccs2)cc1 → 48*, 32*, ?, -3%, 3%, ?
# Entry for Cc1ccc(C(=O)NNC(=O)CSc2nnc(C3CC3)n2C)cc1 → -12, -2, 15%, 2%, 2%, -17%
# Entry for COc1ccccc1NC(=O)c1ccccc1C(=O)O → -7, -2, 34%, -1%, 6%[57.1 µM], ?

# Screens (PubChem)
